Screening data (PubChem BioAssay)
UHRF1 binding: UHRF1 methyl-DNA binding inhibition | inhibition, % at 4.4 µM | 370,000 compounds, 0.75% hits | UHRF1 binding to methylated oligo, TR-FRET | Q96T88 | AID 687016; in the data active = inhibition above about 21%;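 also: UHRF1 SRA domain binding a hemimethylated CpG hairpin DNA probe; 0% = median of test compound wells and 100% = reference inhibitor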
NPR2 activator: GC-B (human) receptor activation. P20594. HEK293-GC-B cells, CNP EC30, cGMP TR-FRET; 0% at EC30 CNP, 100% saturating CNP. activation, % at 10 µM. 370,000 compounds, 0.11% hits. AID 1920062;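 active = activation at 10 µM reaching about 35% in either raw or pattern-adjusted values, limit read from the data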
NPR1 activator: GC-A (human) enzyme activation; P16066; HEK293 GC-A cells, cGMP TR-FRET, EC30 ANP; 0% at EC30 ANP, 100% saturating ANP; activation, % at 10 µM; 370,000 compounds, 0.14% hits; AID 1671463; in the data active = activation above about 40%
HTRA1 inhibitor: inhibitors of human serine peptidase HTRA1. Q92743. recombinant HTRA1, FP-rhodamine activity-based probe, fluorescence polarization. inhibition, % at 5.96 µM. 340,000 compounds, 0.5% hits; in the data active = inhibition above about 36%;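 also: 0% = enzyme with DMSO and 100% = wells lacking enzyme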
Target sequence (Q92743 whole entry, looked up): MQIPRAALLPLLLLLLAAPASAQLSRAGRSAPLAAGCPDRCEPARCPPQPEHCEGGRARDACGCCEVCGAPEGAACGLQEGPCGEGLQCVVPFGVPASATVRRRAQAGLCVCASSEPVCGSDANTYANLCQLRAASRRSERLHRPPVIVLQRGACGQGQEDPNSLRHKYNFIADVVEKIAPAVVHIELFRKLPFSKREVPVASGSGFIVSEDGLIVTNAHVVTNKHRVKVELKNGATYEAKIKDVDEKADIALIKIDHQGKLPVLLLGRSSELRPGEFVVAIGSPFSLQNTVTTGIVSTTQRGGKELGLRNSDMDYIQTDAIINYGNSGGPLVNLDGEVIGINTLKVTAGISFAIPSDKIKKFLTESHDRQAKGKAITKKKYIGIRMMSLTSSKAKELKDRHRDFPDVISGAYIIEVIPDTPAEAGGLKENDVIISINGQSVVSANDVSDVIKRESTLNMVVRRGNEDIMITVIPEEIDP
ABHD4 inh: inhibits mouse alpha/beta hydrolase domain 4; inhibition, % at 8.92 µM; 370,000 compounds, 0.54% hits; purified mABHD4, FP-Rh probe fluorescence polarization;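 active = inhibition exceeding the mean over every tested compound plus 3 SD, cut at about 30% in these data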;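 also: 0% = plate median of compound wells and 100% = S159A mutant with DMSO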
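System: mouse ABHD4 enzyme, wild type / Medium: HEPES pH 7.0, NaCl, Pluronic buffer / Reagent: FP-Rh activity-based fluorescent probe / Control set: S159A mutant high control, sample median low control / Detection: fluorescence polarization with parallel and perpendicular emission, 525/598 nm / Schedule: 45 min + 60 min at 25 °C / Compound dosing: 8.92 µM, single dose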
PRMT1 FP inh: PRMT1 (human) inhibition, primary screen | Q99873 | recombinant PRMT1, activity-based probe fluorescence polarization | inhibition, % at 2.79 µM | 370,000 compounds, 1.3% hits | AID 652257;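 active = inhibition above about 21% made by adding two undisclosed values, limit read from the data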
SIAE primary: human SIAE inhibition, primary screen; SIAE FP-Rh probe binding, fluorescence polarization; 370,000 compounds, 0.69% hits; inhibition, % at 9.66 µM; AID 1053197; Q9HAT2;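 active = inhibition above a cutoff: mean of compounds within the control limits plus 3 SD of those, cut at about 17% in these data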;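 also: 0% = plate median of compound wells and 100% = probe without SIAE protein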
Target sequence (Q9HAT2 whole entry, looked up): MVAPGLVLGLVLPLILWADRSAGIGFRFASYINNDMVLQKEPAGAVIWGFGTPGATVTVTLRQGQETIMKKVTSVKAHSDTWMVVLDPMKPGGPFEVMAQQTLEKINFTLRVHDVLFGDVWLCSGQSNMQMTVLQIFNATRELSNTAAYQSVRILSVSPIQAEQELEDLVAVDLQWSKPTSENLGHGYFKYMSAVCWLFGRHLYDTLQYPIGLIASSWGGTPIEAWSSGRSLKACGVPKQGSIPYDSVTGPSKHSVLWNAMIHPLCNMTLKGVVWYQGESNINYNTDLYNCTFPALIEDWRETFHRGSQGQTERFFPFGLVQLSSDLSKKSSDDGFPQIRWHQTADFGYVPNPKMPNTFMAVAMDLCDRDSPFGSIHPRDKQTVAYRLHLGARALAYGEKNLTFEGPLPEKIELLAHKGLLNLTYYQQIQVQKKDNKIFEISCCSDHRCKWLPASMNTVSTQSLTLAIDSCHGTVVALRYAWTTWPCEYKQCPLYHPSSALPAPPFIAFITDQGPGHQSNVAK
MBD2 inh: inhibitors of human MBD2 binding to methylated oligonucleotide; TR-FRET; inhibition, % at 4.4 µM; Q9UBB5; 370,000 compounds, 0.31% hits; in the data active = inhibition above about 13%
rCAG RNA binder: molecules binding r(CAG) RNA repeats; inhibition, % at 3 µM; 370,000 compounds, 1.3% hits; AID 651821; r(CAG) RNA repeat, TO-PRO-1 dye displacement fluorescence;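 active = inhibition above the plate cutoff, the mean of all test compounds on that plate plus 3 SD, cut at about 35% in these data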;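 also: 0% = DMSO alone and 100% = 100 µM mitoxantrone as full dye displacement; higher means more dye released from RNA so lower well fluorescence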
TCR CD3 inh: blocks the human TCR-CD3 interaction. TAMRA-labeled TCR probe fluorescence, biochemical. 360,000 compounds, 0.37% hits. inhibition, % at 9.4 µM; in the data active = inhibition above about 19%;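 also: recombinant mutant TCR 2C K166C tagged with TAMRA read by polarization; 0% = receptor in buffer alone and 100% = receptor with positive control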
Numbers without * were called inactive; . = no result given.

compound,UHRF1 binding,NPR2 activator,NPR1 activator,HTRA1 inhibitor,ABHD4 inh,PRMT1 FP inh,SIAE primary,MBD2 inh,rCAG RNA binder,TCR CD3 inh
CC12CCC3C(CCCC4CC(=O)CCC43C)C1CCC2O (stereo not drawn),-1,2,1,-7,-3,-3,-1,-1,-1,2
O=c1cccc2n1CC1CC2CN(S(=O)(=O)c2ccccc2)C1 (stereo not drawn),2,3,0,7,10,4,-2,3,-5,-13
CC12CC[C@H]3[C@@H](CCC4(O)C[C@H](O)CCC34/C=N/NC(=O)c3ccc(O)cc3)C1(O)CCC2C1=CC(=O)OC1 (stereo partly drawn),2,0,2,3,-3,0,2,-3,-4,0
Clc1ccc(CN2CCNCC2)cc1,2,0,3,-1,-3,0,-6,0,1,-2
COc1cc(C)cc(CN2CC=C(c3ccccc3)CC2)c1O,2,-3,-5,-2,-2,-1,-1,0,-1,-1
O=C(CN1CC=C(c2ccccc2)CC1)NC(=O)NCc1ccco1,0,-2,2,-5,-4,0,-2,-7,2,4
O=C(c1cccc(C(F)(F)F)c1)C1CCCN(Cc2ccccc2O)C1 (stereo not drawn),6,3,1,2,2,0,-7,2,-2,-1
C/C(=N\N1CCCCC1c1cccnc1)c1c(O)n(C2CCCCC2)c(=S)[nH]c1=O (stereo not drawn),-2,4,-10,-27,-10,-6,-20,-5,-3,-5
Brc1ccc(CN2CCNCC2)s1,-2,0,2,2,-1,-2,-1,-4,1,2
COc1ccc(CNC(=O)/C=C/c2ccc3[nH]cc(CCN(C)C)c3c2)cc1,-5,-3,-2,1,-9,-2,-1,-5,10,-9
O=P(NCc1ccccc1)(Oc1ccccc1)Oc1ccccc1,3,-6,-4,-26,-3,2,3,0,-6,-5
CCC(CC)C1C(C#N)=C(N)Oc2c1c(=O)oc1ccccc21 (stereo not drawn),-1,-17,-17,-29,-13,0,0,0,6,-2
N#Cc1ccccc1Cn1cc(C(=O)c2ccco2)c2ccccc21,-2,12,-31,-11,-12,2,-1,1,2,2
CCOC(=O)C1(CCc2ccccc2)CCN(CC(O)CO)CC1 (stereo not drawn),4,2,-2,5,-1,2,-4,1,-8,-5
CC(O)(CS(=O)(=O)c1ccccc1)C(=O)Nc1cccc(C(F)(F)F)c1 (stereo not drawn),-3,0,-1,-1,-1,1,2,-6,2,2

Record cards, as listed above:
`CC(O)(CS(=O)(=O)c1ccccc1)C(=O)Nc1cccc(C(F)(F)F)c1` (stereo not drawn) is listed as UHRF1 binding: -3; NPR2 activator: 0; NPR1 activator: -1; HTRA1 inhibitor: -1; ABHD4 inh: -1; PRMT1 FP inh: 1; SIAE primary: 2; MBD2 inh: -6; rCAG RNA binder: 2; TCR CD3 inh: 2
`CCOC(=O)C1(CCc2ccccc2)CCN(CC(O)CO)CC1` (stereo not drawn) is listed as UHRF1 binding: 4; NPR2 activator: 2; NPR1 activator: -2; HTRA1 inhibitor: 5; ABHD4 inh: -1; PRMT1 FP inh: 2; SIAE primary: -4; MBD2 inh: 1; rCAG RNA binder: -8; TCR CD3 inh: -5

Further entries.
compound,UHRF1 binding,NPR2 activator,NPR1 activator,HTRA1 inhibitor,ABHD4 inh,PRMT1 FP inh,SIAE primary,MBD2 inh,rCAG RNA binder,TCR CD3 inh
Nc1c(C(=O)OC2CCCCC2)c2nc3ccccc3nc2n1CC1CCCO1 (stereo not drawn),-4,1,4,-12,3,4,-1,-1,-3,-4
O=C1NC(=O)N(Cc2ccco2)C(=O)/C1=C/c1cccn1CCOc1ccccc1Cl,50*,5,-7,-1,-13,22*,-24,12,49*,-3
CC12CCCCC1=[N+]([O-])CN2O (stereo not drawn),-2,4,-2,2,-2,1,-3,-2,0,3
CCCCn1c(O)c(/C=N/N2CCCCC2c2cccnc2)c(=O)[nH]c1=S (stereo not drawn),1,1,-10,1,-7,-1,4,6,1,-19
COC(=O)C1=C(c2cccc(OCc3ccccc3)c2)C[C@@H]2CC[C@H]1N2C(=O)NCc1ccc([N+](=O)[O-])cc1,-1,1,-3,-33,-4,1,-12,-1,8,2
COc1ccc(C(=O)NC(=S)N2C[C@H]3C[C@H](C2)c2cccc(=O)n2C3)cc1OC,2,-1,5,0,5,-2,0,6,-1,7
COC(=O)C(c1ccccc1)N1CCCCCC1 (stereo not drawn),2,4,0,0,1,1,2,-1,-6,-2
CCC1(c2ccc(C)cc2)C(=O)NC(=S)NC1=O,1,-3,2,.,3,1,1,-2,4,4
COc1cc(C(=O)OC2C[C@H]3CC[C@@H](C2)N3)ccc1O (stereo partly drawn),12,-2,1,7,-1,-4,7,5,3,3
CCN(CC)C(=O)c1ccc(NC(=O)Cn2nc(C)c3ccccc3c2=O)cc1,1,0,3,1,-2,1,-3,5,0,-7
CC(C)(C)n1cccc1/C=C1\C(=O)NC(=O)N(c2ccccc2)C1=O,-2,1,0,6,7,3,4,1,-3,8
CSc1ccc(CNC2CN3CCC2CC3)cc1 (stereo not drawn),-1,-5,-1,-3,10,1,1,2,-1,0
O=C(CN1CCOCC1)c1ccc2cc[nH]c2c1,-3,0,1,-3,8,1,-1,-4,4,1
COc1cc(CN=Cc2c(O)n(C(C)(C)C)c(=O)[nH]c2=O)cc(OC)c1,1,5,-11,-4,5,-2,2,-6,-8,5
CCN(CC)S(=O)(=O)N1CCC(C(=O)N2CCC3(CC2)OCCO3)CC1,-1,1,-1,-2,4,-2,-1,-5,2,15
CCOC(=O)[C@@]1(C#N)[C@@H]2C=CC(C(N)=O)=CN2[C@@H](C(N)=O)[C@@H]1c1cccc(Cl)c1,-5,1,2,2,10,2,21*,1,3,3
COC(=O)C1=C(c2ccc(Cl)c(C(F)(F)F)c2)C[C@@H]2CC[C@H]1N2C(=O)NCc1ccco1,0,-3,-7,-13,0,1,3,-6,-3,2
Cc1ccc(C)c(NC2=NCCCS2)c1,-1,1,-1,4,-2,-5,2,-1,2,11
N#Cc1ncc(N=Cc2ccc(N(CCCl)CCCl)cc2)s1,-3,0,1,2,1,9,7,-1,3,-2
CCCCOC(=O)COc1cc(C)cc2oc(=O)c3c(c12)CCC3,-2,-6,-3,-1,1,-3,-5,-1,-1,2
Cc1ccc(S(=O)(=O)N2CCCC(C(=O)N3CCC4(CC3)OCCO4)C2)cc1 (stereo not drawn),1,0,2,0,1,0,-3,0,-5,2
CNC(=O)N(C)c1nnc(C(C)(C)C)s1,-1,-7,2,0,2,2,6,-2,5,7
N#CC1c2ccccc2-n2nncc2CN1S(=O)(=O)c1cc(Cl)cc(Cl)c1 (stereo not drawn),0,3,1,-3,-4,-1,0,3,2,3
CC1CN(CC(=O)c2ccccc2Cl)CC(C)O1 (stereo not drawn),1,9,2,0,4,0,-1,-5,3,2
O=C(NCc1ccc(C(=O)N2CCC3(CC2)OCCO3)cc1)c1ccc2c(c1)OCO2,7,1,-1,4,4,0,-4,-1,2,-7
CCC(=NC1CC1)c1c(O)n(-c2ccc(OC)cc2)c(=O)[nH]c1=O,-1,2,-2,-4,-1,-1,3,-2,-1,7
O=C(Nc1ccccc1)c1cc([N+](=O)[O-])ccc1N1CCNCC1,-5,-5,0,0,-4,-3,5,-1,3,0
C[C@@H]1CNCCN1c1ccc(N2CC[C@@H](O)C2)c(C#N)c1,-6,2,-1,.,2,-5,7,-8,3,0
COc1ccccc1OCCCn1cc(C(=O)c2ccco2)c2ccccc21,3,-5,-8,-39,-26,3,-8,7,2,-4
O=C(c1ccc(CS(=O)(=O)c2ccc(Br)cc2)o1)N1CCC2(CC1)OCCO2,2,6,-1,6,2,3,-4,6,-3,0
CC(=O)NC1=C(N2CC2C)C(=O)C(NC(C)=O)=C(N2CC2C)C1=O (stereo not drawn),-2,-5,-9,1,6,-1,6,-11,2,1
O=C1C2C3CCC(O3)C2C(=O)N1c1cccc(F)c1 (stereo not drawn),-2,3,3,.,0,-3,-1,4,2,0
Cc1cc(OCC(=O)NC(Cc2ccc(Cl)cc2)C(=O)O)c2c3c(c(=O)oc2c1)CCCC3 (stereo not drawn),0,-7,-2,-22,0,-2,-6,-6,63*,7
COc1ccc(-n2nnnc2C(c2cccs2)N2CCC3(CC2)C(=O)NCN3c2ccccc2)cc1 (stereo not drawn),-2,-13,-16,.,5,3,-5,-6,6,1
Cc1ccc(CN2CCCN(Cc3ccc(C)cc3)S2(=O)=O)cc1,-1,6,1,-18,-8,-4,0,-9,2,2
CN1C(=O)C(Cc2nc3ccccc3c(=O)n2-c2ccccc2)c2ccccc21 (stereo not drawn),-4,-10,-13,7,0,-3,-3,-5,0,4
CCOc1ccc(-n2c(O)c(N=Nc3c(C)n(C)n(-c4ccccc4)c3=O)c(=O)[nH]c2=O)cc1,-7,0,1,.,10,2,6,-5,-4,-2
CN1CCC2(CC1)NC(=O)C1=C(CN(C)CC1)N2,8,6,1,-2,-3,2,2,-4,-2,-11
CCOc1ccc(NC(=O)c2c(O)[nH]c(=O)[nH]c2=O)cc1,-1,0,2,-2,-4,2,3,-3,-1,-1
O=c1[nH]c(=S)n(-c2ccccc2)c(O)c1C=NCCN1CCNCC1,1,4,4,-7,2,2,-5,1,0,-7
Cc1ccccc1-n1c(C)nc2sccc2c1=O,-3,-4,4,-4,0,-2,-2,-2,-1,5
CC1CCC(C(C)C)C(OP(N)(=O)c2ccccc2)C1 (stereo not drawn),-1,-1,-6,0,-3,-3,-1,-6,-4,3
Cc1ccc(N2C(=O)NC(=O)/C(=C/c3ccc(-c4ccc(C(=O)O)c(Cl)c4)o3)C2=O)cc1,12,0,3,-6,-4,12,-24,5,18,-4
COc1ccc(-n2c(O)c(C(C)=NCCc3c[nH]c4ccccc34)c(=O)[nH]c2=O)cc1,-2,-3,-5,.,7,-6,-2,1,4,7
CC12CC(=O)C3C(CCC4CC=CCC43C)C1CCC2=O (stereo not drawn),-2,3,-3,0,-1,-4,0,6,0,1
c1cncc(C2Nc3cccc4cccc(c34)N2)c1,-2,1,7,7,14,12,-2,-3,9,7
COC(=O)CCCNC(=O)CN1CC(c2ccccc2)CC1=O (stereo not drawn),-2,-2,2,-3,-1,-3,1,-6,-1,2
COc1ccc(-c2cc(-c3ccccc3)[n+](C)c(-c3ccccc3)c2)cc1,2,3,7,-4,4,1,13,1,4,-2
O=C(NCCN1CCC2(CC1)C(=O)NCN2c1ccccc1)c1ccc(OC(F)(F)F)cc1,7,-6,-4,.,8,9,0,10,3,-5
COc1ccc(/C=N\N=C(N)N)cc1,-1,5,-2,4,-2,3,-4,-1,6,2
NC(=O)Cn1cc(C=C2C(=O)NC(=O)NC2=O)c2ccccc21,-6,-2,1,-1,2,1,-6,0,3,-1
COc1cc2c(cc1OC)C1C(=O)c3ccc4c(c3OC1CO2)CC(C(C)C)O4 (stereo not drawn),-1,3,-1,-7,2,2,8,2,4,-11
CC1CCN(CC(=O)c2ccc3c(c2)OCCO3)CC1,-1,5,-3,-2,12,-3,6,1,2,5
CC1CCOC(=O)C=CC=CC(=O)OC2CC3OC4C5OC5(C)C(O)CC4(COC(=O)C1O)C2(C)C31CO1 (stereo not drawn),1,3,3,-4,-2,5,1,4,0,3

Some of the compounds tested; the hit share may differ from the screen's.
